MrgX1 antag: human MrgX1 receptor antagonism, primary screen | Q96LB2 | MRGX1-HEK293 calcium flux, Fluo-4, BAM8-22 antagonism; hits give low values | B-score at 10 µM | 1.3% of 310,000 active | AID 588676;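 active = calcium-response B-score plate-corrected more than 3 library SD below zero, starting fluorescence within 5 deviations, no agonist response on first addition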;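 note: peak minus trough fluorescence over baseline after final BAM8-22 challenge near maximal dose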
Target sequence (Q96LB2 whole entry, looked up): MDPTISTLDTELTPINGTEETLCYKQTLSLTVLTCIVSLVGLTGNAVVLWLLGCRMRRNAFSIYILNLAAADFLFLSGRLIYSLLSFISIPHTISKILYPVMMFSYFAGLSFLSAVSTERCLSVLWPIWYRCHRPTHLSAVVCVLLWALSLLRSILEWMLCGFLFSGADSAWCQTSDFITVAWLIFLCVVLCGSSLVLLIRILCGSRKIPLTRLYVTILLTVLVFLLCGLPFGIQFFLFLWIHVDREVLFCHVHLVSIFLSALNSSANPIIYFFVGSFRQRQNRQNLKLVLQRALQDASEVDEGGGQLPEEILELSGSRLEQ
TRPC4 PAM: allosterically enhances the mouse TRPC4 cation channel; B-score at 10 µM; AID 2227; 0.42% of 310,000 active; HEK293 TRPC4beta/mu-opioid, DAMGO EC20, Fluo-4 Ca2+ flux; hits give high values;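 active = B-score of calcium response area above 5 SD of library B-scores, with initial fluorescence ratio within 5 SD of library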;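 note: B-score of integrated fluorescence ratio over time as area under calcium response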
MrgX1 agonist: activates human MrgX1 receptor signaling; Q96LB2; MrgX1-HEK293 cells, Fluo-4 calcium fluorescence, agonist mode; hits give high values; B-score at 10 µM; 0.44% of 310,000 active; AID 588627;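 active = calcium response B-score plate-corrected fluorescence ratio at least 3 library SD, with starting fluorescence B-score inside 5 SD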
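Test system: HEK293 cells stably expressing human MrgX1 receptor; amount: 15,000 cells per well; doses: compound delivered in addition one of three; times: overnight plating before 1 h dye loading; detection: Fluo-4 NW calcium-flux fluorescence, kinetic read; read-out basis: B-scored fluorescence response ratio; controls: positive and negative controls per plate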
TRPC6 act: activators of mouse TRPC6 channel; HEK293-TRPC6 membrane potential dye fluorescence; hits give high values; B-score at 10 µM; AID 2550; 0.13% of 310,000 active;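 active = B-score of the integrated fluorescence ratio above library mean plus 3 SD, and starting fluorescence ratio within library mean plus 5 SD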;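 note: higher score means more depolarization so channel activation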
AI-2 QS mod: Vibrio harveyi AI-2 quorum sensing modulation; Vibrio harveyi JMH597 AI-2 luminescence/OD600 ratio, 9 h; hits give low values; strain lacks LuxN and CqsS sensors; 0 = neutral-control median; activity change, % at 7.5 µM; 0.4% of 300,000 active; in the data active = activity change below about -75%, passing the limit was not always enough;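 note: luminescence divided by OD600 gain over 9 h not by final OD600 alone; inactives centre near 13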
TRPC4 block: inhibitors of mouse TRPC4 channel; B-score at 10 µM; AID 2247; HEK293 TRPC4beta/mu-opioid, DAMGO-evoked Fluo4 calcium flux; hits give low values; 0.39% of 300,000 active;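 active = B-score over 3 SD under the library average, no early fluorescence shift, positive overall ratio signal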
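Material: HEK293 cells with stable TRPC4beta plus mu-opioid receptor expression; probe or stimulus: DAMGO in two steps, submaximal then maximal; technique: Fluo4 calcium fluorescence by kinetic imaging, 5 s 1 Hz baseline; measure: integrated fluorescence ratio relative to baseline, converted to per-well B score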
TRPC4 act: activators of mouse TRPC4 channel; Q9QUQ5; HEK293 TRPC4beta/mu-opioid, Fluo4 calcium fluorescence; hits give high values; B-score at 10 µM; 0.49% of 310,000 active;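 active = B-score above 5 SD of library B-scores, and initial fluorescence ratio not above library mean plus 5 SD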;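 note: positive B-score marks a calcium rise read as TRPC4 activation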
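Assay system: HEK293 cells stably co-expressing mouse TRPC4beta and mu-opioid receptor / Timing: Fluo4 dye loading 45 min at room temperature, 110 s recording / Signal: Fluo4 calcium-sensitive dye fluorescence, kinetic, 1 Hz baseline / Read-out: integrated baseline-normalised fluorescence ratio, converted to per-well B score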
PolyA inh: blocks polyadenylation in yeast reporter cells. S. cerevisiae SKY197-pL101 polyadenylation reporter, beta-gal luminescence; efflux-impaired pdr1/pdr3 knockout yeast; score 100 = 6 SD above DMSO. calls only at 12 µM. 0.02% of 300,000 active;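 active = lowest replicate activity score at least 50, where 100 means six control SD above control mean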;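 note: yeast exposed to compound for 9 h at 30 °C; higher score means more reporter readthrough which indicates perturbed polyadenylation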
TRPC6 inhibitor: blocks the mouse TRPC6 cation channel. HEK293-TRPC6, membrane potential dye, ACh-evoked depolarization; hits give low values. B-score at 10 µM. 1.1% of 310,000 active;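 active = B-score under library mean minus 3 SD, initial fluorescence not abnormally high, positive integrated signal ratio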;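 note: B-score derived from integrated fluorescence ratio over the kinetic read; more negative B-score means stronger inhibition of depolarization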
MrgX1 allo act: allosterically activates human MrgX1 receptor signaling; AID 588675; B-score at 10 µM; MrgX1-HEK293, Fluo-4 calcium flux, FDSS; hits give high values; 0.63% of 310,000 active; Q96LB2;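 active = plate-corrected calcium response at least 3 library SD above typical, normal starting fluorescence, not activating the receptor alone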;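 note: compound read alongside a low EC10 to EC30 dose of BAM8-22 agonist; peak minus trough fluorescence over baseline measured at the second addition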
HIF activator: HIF pathway transcriptional activation; U2OS HRE-luciferase reporter, luminescence; normalized: DMSO 0%, desferrioxamine 100%; activation, % at 7.5 µM (by protocol); 0.32% of 300,000 active;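 active = mean activation of at least 10% of the iron chelator positive control signal, with at least half of replicates also reaching 10%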
* hit, by the source's call; i = inactive; . = not tested or not shown. Not all compounds are listed; count on the stated rates, not on these rows.

Values run as follows: TRPC4 block	AI-2 QS mod	TRPC4 act	PolyA inh	MrgX1 agonist	TRPC6 inhibitor	MrgX1 antag	TRPC4 PAM	HIF activator	TRPC6 act	MrgX1 allo act
COCC1CCN(C(=O)c2cc(COc3ccc(-n4cncn4)cc3)on2)CC1
 : i	18.1	i	i	i	i	i	i	-0.5	i	i
CCCc1cc(=O)oc2c(C)c(OCC(=O)NC3CC(C)(C)NC(C)(C)C3)ccc12
 : i	25.8	i	i	i	i	i	i	-0.5	i	i
O=C(Nc1ccc2[nH]ncc2c1)C1CCC1
 : i	13.6	i	i	i	i	i	i	-1.2	i	i
CCCC(=O)NC(c1ccccc1Cl)c1c(O)ccc2ccccc12 (stereo not given)
 : i	0.5	i	i	i	i	i	i	-0.2	i	i
CCOc1ccccc1NC(=O)CN(C)S(=O)(=O)c1cnc[nH]1
 : i	7.3	i	i	i	i	i	i	1.9	i	i
COc1ccc(NC(=O)NCCCN2CCN(c3cc(C)ccc3C)CC2)cc1
 : i	-25.6	i	i	i	i	i	i	-0.1	i	i
COC(=O)c1cc(OC)nc(OC)c1
 : i	7.8	i	i	i	i	i	i	-0.3	i	i
CCN(C(=O)CSc1ccc2c(c1)OCCO2)C1CCS(=O)(=O)C1 (stereo not given)
 : i	29.9	i	i	i	i	i	i	0.2	i	i
CC(=O)Nc1ccc(NC(=S)NC(=O)c2ccc([N+](=O)[O-])cc2)cc1
 : i	-3.1	i	.	i	i	i	i	0.1	i	i
CC(=O)Nc1nc(CC(C)C)cc(-c2ccccc2)c1C#N
 : i	20.4	i	i	i	i	i	i	-0.3	i	i
O=C(Cn1nnc2c(cnn2-c2ccccc2)c1=O)NCc1cccs1
 : i	1.1	i	i	i	i	i	i	-0.1	i	i
Cc1ccnc(N/C=C(\C#N)c2nc(-c3cccc(Br)c3)cs2)c1
 : i	-5.8	i	i	36*	i	i	i	0.6	i	i
CCN1C(=O)c2ccccc2S(=O)c2ccc(C(=O)N3CCCCCC3)cc21 (stereo not given)
 : i	14.8	i	i	i	i	i	i	-0.3	i	i
O=C(Nc1nc2c(Cl)cccc2s1)c1ccc([N+](=O)[O-])o1
 : i	16.0	i	i	i	i	i	i	-0.7	i	i
NC(=O)/C(=C\c1ccncc1)c1cccc2ccccc12
 : i	10.6	i	i	i	i	i	i	0.6	i	i
COc1cc(C)c(CN2CCN(C(C)C(=O)NC(C)c3ccccc3)CC2)cc1OC (stereo not given)
 : i	19.6	i	i	i	i	i	i	3.4	i	i
O=C(c1ccc(F)cc1)c1ccc(-c2ccc(F)cc2)nc1
 : i	21.8	i	i	i	i	i	i	1.3	i	i
O=C(Nc1ccc2c(c1)CCCN2C(=O)c1ccco1)c1cc([N+](=O)[O-])ccc1Cl
 : i	45.9	i	i	i	i	i	i	-9.2	i	i
O=C1C2C3c4ccccc4C(c4ccccc43)C2C(=O)N1Cc1cccnc1 (stereo not given)
 : i	11.6	i	i	i	i	i	i	1.2	i	i
O=C(COC(=O)C1CCN(S(=O)(=O)c2cccc3cccnc23)CC1)c1ccc(F)cc1
 : i	28.7	i	i	i	i	i	i	-0.3	i	i
CCN(CC(=O)NCc1ccc(Cl)cc1)C(=O)COc1cccc(C(F)(F)F)c1
 : i	30.6	i	i	i	i	i	i	0.0	i	i
COc1ccc(-c2nnc(-c3cc(OC)c(OC)c(OC)c3)o2)cc1OC
 : i	18.6	i	i	i	i	i	i	0.0	i	i
CN(C(=O)COC(=O)c1ccc(-c2ccc(O)cc2)cc1)C1CCS(=O)(=O)C1 (stereo not given)
 : i	1.0	i	i	i	i	i	i	0.6	i	i
Cc1ccc(C(=O)NCC(=O)OC(C)C(=O)NCCC2=CCCCC2)cc1C (stereo not given)
 : i	21.3	i	i	i	i	i	i	-0.3	i	i
Cc1nc2cc(-c3cccc(F)c3)nn2c(C)c1CCC(=O)NC(C)CCc1ccco1 (stereo not given)
 : i	10.0	i	i	i	i	i	i	-2.4	i	i
CCCCn1c(=O)[nH]c(=O)c2c1nc(-c1cccc(OC)c1)n2C
 : i	50.4	i	i	i	i	i	i	-0.1	i	i
CC1CC(C)CN(CC(=O)NCCc2ccc(S(N)(=O)=O)cc2)C1 (stereo not given)
 : i	2.8	i	i	i	i	i	i	1.1	i	i
COc1ccc(NC(=O)CN(C)C(=O)c2ccc3c(c2)S(=O)(=O)N=C2CCCCCN23)cc1
 : i	13.9	i	i	i	i	i	i	-0.4	i	i
CC1=CC(C)(C)Nc2ccc(OC(=O)C(Cc3ccccc3)N3C(=O)C4CCCCC4C3=O)cc21 (stereo not given)
 : i	8.2	i	i	i	i	i	i	-3.0	i	i
COc1cc(NC(=O)Cn2c(=O)n(CC3CCCO3)c(=O)c3ccccc32)cc(OC)c1 (stereo not given)
 : i	-2.7	i	i	i	i	i	i	-0.1	i	i
COc1ccc(C2(C)NC(=O)N(CC(=O)c3ccc4c(c3)OCO4)C2=O)cc1 (stereo not given)
 : i	14.3	i	i	i	i	i	i	-0.4	i	i
CC1(C(=O)N2CCC(CC3CC(c4ccc(Cl)cc4)=NO3)(C(=O)NCC3CCCCC3)CC2)CC1 (stereo not given)
 : i	28.1	i	i	i	i	i	i	-0.6	i	i
CCOc1ccc(NC(=O)c2cc3n(n2)C(C(F)(F)F)CC(c2ccco2)N3)cc1 (stereo not given)
 : i	13.5	i	i	i	i	i	i	-1.7	i	i
COC(=O)c1cc(NS(=O)(=O)c2ccc3c(c2)CCC(=O)N3)cc(C(=O)OC)c1
 : i	17.7	i	i	i	i	i	i	-0.5	i	i
CCN(c1ccc(NC(=O)COC(=O)CCc2cc(OC)c(OC)c(OC)c2)cc1)C(C)C
 : i	6.2	i	i	.	i	.	i	-0.2	i	.
COC(=O)c1ccc(Oc2c(C)oc3c(CN4CCN(C)CC4)c(O)ccc3c2=O)cc1
 : i	19.7	i	i	i	i	i	i	0.0	i	i
COc1ccc(-n2c(SCC3CNC(=O)O3)nnc2-c2ccc(Cl)cc2)cc1 (stereo not given)
 : i	12.8	i	i	i	i	i	i	-0.2	i	i
Cc1c(OCC(=O)NCCCN2CCOCC2)ccc2c(-c3ccccc3)cc(=O)oc12
 : i	9.8	i	i	i	i	i	i	-0.5	i	i
CC1COC(c2cccn2Cc2ccccc2Cl)=N1 (stereo not given)
 : i	13.0	i	i	i	i	i	i	0.6	i	i
Cc1nc(CS(=O)(=O)c2ccccc2)cc(Sc2ccc(Cl)cc2)n1
 : i	9.4	i	i	i	i	i	i	1.0	i	i
COc1cccc(C2C(C(N)=O)=C(C)Nc3nc(-c4cccc(Cl)c4)nn32)c1 (stereo not given)
 : i	-4.7	i	i	i	i	i	i	0.0	i	i
Cc1c(Cc2ccccc2)c(=O)oc2cc(OCC(=O)N3CCC(C(N)=O)CC3)ccc12
 : i	25.2	i	i	i	i	i	i	0.2	i	i
CCOc1ccccc1N1CCN(C(=O)c2cc3cc(OC)ccc3[nH]2)CC1
 : i	12.1	i	i	i	i	i	i	-1.1	i	i
O=C(Nc1nn[nH]n1)c1ccc(S(=O)(=O)N2CCCCC2)cc1
 : i	26.4	i	i	i	i	i	i	0.5	i	i
CNC(=O)NC(=O)C(C)OC(=O)CCCSc1nc2ccccc2s1 (stereo not given)
 : i	-1.2	i	i	i	i	i	i	-2.6	i	i
CC(O)CNc1ccc(-c2n[nH]c(=O)c3ccccc23)cc1[N+](=O)[O-] (stereo not given)
 : i	28.3	i	i	i	i	i	i	-0.5	i	i
COc1ccc(-n2ncc3c(NCCN4CCOCC4)ncnc32)cc1
 : i	1.5	i	i	i	i	i	i	2.3	i	i
S=c1[nH]c(-c2ccccc2)cn1-c1ccccc1
 : i	9.8	i	i	i	i	i	i	2.0	i	i
COc1ccc([C@@H]2[C@@H]3C(=O)N(C(C)(C)C)C(=O)[C@@H]3[C@]3(CC(C)C)C(=O)N(c4cccc(Br)c4)C(=O)N23)cc1
 : i	12.6	i	i	i	i	i	i	0.5	i	i
CCCN(CCC)C1CC(=O)N(Cc2ccccc2)C1=O (stereo not given)
 : i	16.1	i	i	i	i	i	i	0.1	i	i
O=C(O)[C@H](Cc1ccccc1)N1C(=O)c2ccncc2C1=O
 : i	18.7	i	i	i	i	i	i	-0.3	i	i
CN1CCN(c2ccc(Cl)cc2NS(=O)(=O)c2ccccc2Cl)CC1
 : i	9.7	i	i	i	i	-5.3*	i	-0.1	i	i
O=[N+]([O-])c1cccc(NNS(=O)(=O)c2ccccc2F)c1
 : i	22.1	i	i	i	i	i	i	0.2	i	i
S=C(NCc1ccccc1)Nc1ccc2cn[nH]c2c1
 : i	0.7	i	i	i	i	i	i	0.8	i	i
CC(C)=N/N=C1/NC(=O)C(Cc2ccccc2)S1 (stereo not given)
 : i	2.3	i	.	i	i	i	i	-0.7	i	i
CN(C)S(=O)(=O)Oc1cc(Cl)ccc1C(=O)Nc1ccc(F)cc1F
 : i	29.8	i	i	i	i	i	i	-0.2	i	i
c1ccc2c(c1)c1c3n2CCNC3CCC1 (stereo not given)
 : i	17.9	i	i	i	i	i	i	-0.5	i	i
COc1cc(C(=O)OCC(=O)NCCCc2ccccc2)ccc1OCC(C)C
 : i	12.8	i	i	i	i	i	i	0.1	i	i
Cc1noc(C)c1COC(=O)C1CCN(S(=O)(=O)c2c(Cl)cccc2Cl)CC1
 : i	10.5	i	i	i	i	i	i	-0.3	i	i
Cc1cc(C(=O)O)sc1C
 : i	14.6	i	i	i	i	i	i	-0.5	i	i

The results go on.
Values run as follows: TRPC4 block	AI-2 QS mod	TRPC4 act	PolyA inh	MrgX1 agonist	TRPC6 inhibitor	MrgX1 antag	TRPC4 PAM	HIF activator	TRPC6 act	MrgX1 allo act
CC(=O)C1=C(C)NC(=O)NC1c1cccc([N+](=O)[O-])c1O (stereo not given)
 : i	11.0	i	i	i	i	i	i	0.2	i	i
CC(C)C[C@H](NC(=O)N1CCN(c2ccccc2)CC1)C(=O)O
 : i	-2.0	i	i	i	i	i	i	0.0	i	i
c1ccc(CCNc2ncnc3nc[nH]c23)cc1
 : i	13.8	i	i	i	i	i	i	2.5	i	i
Clc1ccccc1Cn1c(/C=C/c2ccco2)nc2ccccc21
 : i	39.6	i	i	i	i	i	i	-41.9	i	i
